# LDHA block – LDHA (human) enzyme inhibition; P00338; purified LDHA, NADH/diaphorase-resazurin fluorescence; stronger effect = lower value; activity change, % (values are at about 110 or 230 µM); hit rate 0.15% among 480,000; in the data active = activity change below about -30%; inconclusive = mostly about -25% to -30%;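 note: plate controls were DMSO wells for no effect and wells without enzyme for full effect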
#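 Remaining NADH was detected by diaphorase (0.133 mg/mL) converting 37 µM resazurin to fluorescent resorufin, read at 0 and 20 minutes. The preceding 5-minute room-temperature reaction used 2 nM LDHA, 0.2 mM sodium pyruvate and 0.06 mM NADH at pH 7.4.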
# GRP78 ERSR act – inducers of ER stress response in human glioma cells; U87-MG GRP78 promoter luciferase reporter, 16 h; Potency, µM, inactives show at the top dose activation, hits mostly activators; hit rate 0.02% among 420,000; active = well fitted activation curve with a large enough effect; inconclusive = small, poorly fitted or top-dose-only effect; inactive = no such curve, though single readings can be large or run the other way; note: potency is the fitted concentration of half-maximal effect; series mostly up to about 76 µM; % of control where 0% means no effect; nearly all actives have a fitted effect of over 35% in size
#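 Stably transfected U87-MG human glioma cells carrying a GRP78-based luminescent sensor were seeded at 1000 cells/well, pin-dosed with compounds and incubated 16 h. Luciferase reagent was then added, and end-point luminescence was read after 10 min at room temperature.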
# Starred values were filed as active, the others as inactive; u = inconclusive.
SMILES,LDHA block,GRP78 ERSR act
C[C@H]1CN([C@@H](C)CO)C(=O)CCCn2cc(nn2)CO[C@@H]1CN(C)C(=O)OCc1ccccc1,-5,1%
COc1c2c(c(OC)c3ccccc13)[C@]1(OC2)O[C@H](CCO)C[C@H](O)[C@H]1O,-1,-4%
CC1(C(=O)O)CCCN(C(=O)c2ccc(F)cc2Cl)C1 (configuration not stated),-6,-4%
CC(C)NC(=O)C1(C)CCCCN1Cc1ccc(OCc2ccccc2)cc1 (configuration not stated),6,5%
CCNC(=O)C1(C)CCN(Cc2cccc(Oc3ccccc3)c2)C1 (configuration not stated),-12,1%
CCOC(=O)N(C)c1c(CC)nc2c(OCc3ccccc3OC)cccn12,6,-1%
O=C(NCc1ccco1)c1cccc2c(-c3ccc(F)c(F)c3)coc12,-12,1%
CC(=O)Nc1cc(-c2ccccc2N(C)C)cn2c(-c3ccc(F)c(Cl)c3)cnc12,5,u
c1coc(-c2cc3nc(NC4CCCCC4)ccn3n2)c1,4,-3%
CC(=O)N1CCN(C(=O)c2[nH]c(C(F)(F)F)nc2-c2ccccc2)CC1,-1,1%
COc1cccc(Nc2nc(C(N)c3ccccc3Cl)cs2)n1 (configuration not stated),-2,-3%
CC(=O)NC(C)(c1ccccc1)c1nc(-c2ccncc2)cs1 (configuration not stated),-5,-1%

# Some of the entries above, reformatted.
canonical_smiles | LDHA block | GRP78 ERSR act
C[C@H]1CN([C@@H](C)CO)C(=O)CCCn2cc(nn2)CO[C@@H]1CN(C)C(=O)OCc1ccccc1 | -5 | 1%
COc1c2c(c(OC)c3ccccc13)[C@]1(OC2)O[C@H](CCO)C[C@H](O)[C@H]1O | -1 | -4%
CC1(C(=O)O)CCCN(C(=O)c2ccc(F)cc2Cl)C1 (configuration not stated) | -6 | -4%
CC(C)NC(=O)C1(C)CCCCN1Cc1ccc(OCc2ccccc2)cc1 (configuration not stated) | 6 | 5%
CCNC(=O)C1(C)CCN(Cc2cccc(Oc3ccccc3)c2)C1 (configuration not stated) | -12 | 1%
CCOC(=O)N(C)c1c(CC)nc2c(OCc3ccccc3OC)cccn12 | 6 | -1%
O=C(NCc1ccco1)c1cccc2c(-c3ccc(F)c(F)c3)coc12 | -12 | 1%
CC(=O)Nc1cc(-c2ccccc2N(C)C)cn2c(-c3ccc(F)c(Cl)c3)cnc12 | 5 | u
c1coc(-c2cc3nc(NC4CCCCC4)ccn3n2)c1 | 4 | -3%
CC(=O)N1CCN(C(=O)c2[nH]c(C(F)(F)F)nc2-c2ccccc2)CC1 | -1 | 1%
COc1cccc(Nc2nc(C(N)c3ccccc3Cl)cs2)n1 (configuration not stated) | -2 | -3%
CC(=O)NC(C)(c1ccccc1)c1nc(-c2ccncc2)cs1 (configuration not stated) | -5 | -1%

# (more compounds)
SMILES,LDHA block,GRP78 ERSR act
COc1ccc(NC(=O)c2cc(C3CCCCN3C(=O)OCCF)on2)c(C)c1 (configuration not stated),-9,-2%
Cc1cnc(C)c(Nc2nc(C(N)Cc3ccc(Cl)cc3)cs2)n1 (configuration not stated),-2,-10%
COc1ccc(C(C)C)cc1-c1cccc2nncn12,0,-3%
CC(C)NC(=O)C1(C)CCN1C(=O)c1ccc2c(c1)OCO2 (configuration not stated),0,2%
COc1ccc(OC)c(NC(=O)C2(C)CCN2Cc2ccccc2OC(F)F)c1 (configuration not stated),-3,-3%
O=C(Nc1ccc2c(c1)OCO2)c1csc([C@@H]2O[C@H](CO)[C@H](O)[C@H](O)[C@H]2O)n1,-6,-4%
COc1ccc(OC)c(NC(=O)c2cc(-c3cc(F)ccc3OCC3CCCO3)n[nH]2)c1 (configuration not stated),-6,-5%
C(=C\c1ccccc1)/CN1CCN(C(c2cc3ccccc3o2)c2nnnn2C2CCCCC2)CC1 (configuration not stated),2,0%
CN(C)C(=O)c1cccc(-c2cnc3c(NC=O)cc(-c4ccc(F)cc4)cn23)c1,22,-9%
COc1ccc(CNC(=O)Nc2nc(C(N)Cc3ccc(C(F)(F)F)cc3)cs2)cc1 (configuration not stated),-4,-10%
CC1(c2nc3ccccc3[nH]2)CCC(=O)N1Cc1ccccn1 (configuration not stated),-2,-4%
N#Cc1cccc(NC(=O)c2cc(C3CCCCN3C(=O)CCCc3ccccc3)on2)c1 (configuration not stated),-5,0%
OC(c1cc(F)cc(Cl)c1)c1ncc(-c2ccccc2C(F)(F)F)[nH]1 (configuration not stated),4,-2%
C=CCNc1nc(Nc2ccc(OC)c(OC)c2)c2sc(-c3ccccc3)cc2n1,4,0%
CCOC1=C2[C@H](c3ccc(Cl)cc3)N(S(=O)(=O)c3ccc(C)cc3)C[C@H]2n2c(=O)n(-c3ccccc3)c(=O)n2C1,-7,-4%
OC[C@@H]1CN(Cc2ccc(F)cc2)C[C@H](n2cnc3c(NCc4ccc(F)cc4)ncnc32)O1,-2,-3%
Cc1ccc(-c2cnc(C(O)c3ccc(C)cc3)[nH]2)cc1 (configuration not stated),-6,5%
CCOc1ccc(-c2cncc3nccn23)cc1,4,0%
CNc1nc(NCCCN2CCCC2=O)c2sccc2n1,-4,-3%
COc1ccc(-c2nc3ccc(Cl)cn3c2Cc2ccsc2)cc1OC,0,-1%
CC1(C(=O)NS(=O)(=O)c2ccccc2)CCN1C(=O)CCc1ccccc1 (configuration not stated),-5,-2%
CCc1nc2ccc(C(=O)Nc3cccc(NS(C)(=O)=O)c3)cn2c1N(CC)CCOC,2,2%
CN(C)c1ncnc2c1ncn2[C@H]1CN(CCN2CCOCC2)C[C@@H](CO)O1,-6,2%
O=C(NCCC(F)(F)F)C1Cc2c(-c3ccccc3Oc3ccccc3)ccnc2O1 (configuration not stated),-2,-1%
O=C(/C=C/[C@H]1O[C@@H](n2ccc(=O)[nH]c2=O)[C@H](O)[C@@H]1O)NCc1ccccc1,-8,0%
CC(C)CNc1ncnc2c1ncn2[C@H]1CN(Cc2ccc(-c3ccccc3)cc2)C[C@@H](CO)O1,-1,-2%
O=S1(=O)CC(N2CCCC2)CN1Cc1ccccc1 (configuration not stated),-10,-4%
CNc1cncc(-c2cccnc2)n1,0,-3%
CC1=C(C(=O)N2CCCCCC2)CC(CC(=O)NCc2ccco2)C(=O)N1Cc1ccccc1 (configuration not stated),-2,-5%
Cn1c(=O)c2cc(NC(=O)Cc3ccccc3F)ccc2n1C/C=C/c1ccccc1,-3,1%
C[C@@H]1CCCCO[C@H](CN(C)C(=O)Nc2ccc(C(F)(F)F)cc2)[C@@H](C)CN([C@H](C)CO)C(=O)c2cc(NC(=O)Nc3ccc4c(c3)OCO4)ccc2O1,4,-2%
CCc1nc2c(OCC(=O)C(C)(C)C)cccn2c1N(C)C(=O)C(C)C,0,-1%
O=C1c2ccccc2C(c2nc3ccccc3[nH]2)N1Cc1ccco1 (configuration not stated),-3,-4%
CN(C)CCCOc1ccc(-c2ccc3nccn3c2)cn1,1,-4%
CCc1nc2c(OCc3ccc(F)c(F)c3)cccn2c1N(C)C(=O)c1ccncc1,-6,-4%
CCCOc1ccc(F)cc1-c1cc(C(=O)Nc2ccc(OC)cc2C)[nH]n1,-1,0%
O=C(/C=C/[C@H]1O[C@@H](n2ccc(=O)[nH]c2=O)[C@H](O)[C@@H]1O)N1CCN(Cc2ccc(F)cc2)CC1,-4,-4%
CSc1ccc(CN2CCC2(C)C(=O)Nc2cccc(NS(C)(=O)=O)c2)cc1 (configuration not stated),2,-3%
Cn1nccc1-c1ccc(C(=O)NCc2ccco2)c2occc12,-7,1%
COc1ccc(NC(=O)c2cc(-c3cc(F)ccc3OC)n[nH]2)cn1,-4,5%
Cn1ccc2c(-c3cccnc3)cc3c(c21)C1CCC3O1 (configuration not stated),-2,-8%
O=C(NCc1ccccc1Cl)c1ccc2sc([C@H]3C[C@H](O)[C@@H](CO)O3)nc2c1,-6,-1%
C/C=C1\NC(=O)[C@H](C)NC(=O)[C@@H](NC(=O)[C@H](Cc2ccc(O)cc2)NC(=O)[C@@H](NC(=O)/C(C)=C/C)C(C)C)[C@@H](C)OC(=O)[C@H](CCCc2ccc(O)cc2)NC(=O)[C@@H](CCC(=O)OC)NC1=O,4,-3%
CCOC(=O)C1(C)CCCN(C(=O)c2cccc(Cl)c2)C1 (configuration not stated),0,-1%
CSCCC(C(=O)Nc1c(C)cccc1C)N1CCN(c2ccc(C(F)(F)F)cn2)CC1 (configuration not stated),-8,-4%
C=CCCC(=O)N1C[C@@H](CO)[C@@H](NC)C[C@H]1c1ccccc1Br,-6,-4%
COc1ccc(CCCNC(=O)C2(C)Cc3c(-c4cccc(C(N)=O)c4)ccnc3O2)cc1 (configuration not stated),-11,-2%
CCC(=O)N1CCC(C)(C(=O)Nc2ccc3c(c2)OCO3)C1 (configuration not stated),-1,-2%
C=CCNc1ncnc2c1ncn2[C@H]1CN(Cc2ccc3c(c2)OCO3)C[C@@H](CO)O1,-1,-4%
CCNC(=O)C1(C)CCN1CCC(=O)c1ccc(C)cc1 (configuration not stated),0,1%
COc1ccc(C(N)c2csc(NC(=O)Nc3cccc(C(F)(F)F)c3)n2)cc1 (configuration not stated),-11,-10%
CC1(Oc2ccc(Cl)cc2)CCN(Cc2cccn2-c2nccs2)C1 (configuration not stated),-2,-1%
COc1cccc(-c2cnc(C(O)c3cc(C)ccc3C)[nH]2)c1 (configuration not stated),-8,-1%
COCOc1ccc(-c2ncc(OCCN3CCCC3=O)nc2NC(=O)c2cc3ccccc3s2)cc1,-5,-3%
Nc1ccn([C@@H]2O[C@H](C(=O)N3CCSC3)[C@@H](O)[C@H]2O)c(=O)n1,-3,-2%
Cc1ccc2nc(-c3ccccc3)c(Cc3cccc(Cl)c3)n2c1,-2,-3%
COc1cc(F)ccc1-c1cc(C(=O)NCC2CCCCC2)[nH]n1,-4,1%
Cn1c(NCc2ccccc2F)nc2cc(-c3cccc(C(F)(F)F)c3)sc2c1=O,1,-2%
Nc1nc2c(ncn2[C@@H]2O[C@H](CNCc3cnc(N4CCOCC4)nc3)[C@@H](O)[C@H]2O)c(=O)[nH]1,-6,-2%
Cn1c(Nc2ccc(Cl)cc2F)nc2cc(-c3ccccc3)sc2c1=O,-2,-2%
# Later entries.
SMILES,LDHA block,GRP78 ERSR act
Cc1noc(C)c1Cn1c(C)c(C(=O)NCc2ccc3c(c2)OCCO3)sc1=O,-3,-2%
Cc1nc2c(OCc3ccc(Cl)cc3)cccn2c1N(C)Cc1cccs1,-4,13%
Cc1cn([C@H]2C[C@H](O)[C@@H](CCC(=O)NCc3cccs3)O2)c(=O)[nH]c1=O,-5,-3%
COc1ccc(C(C)(O)c2nc(-c3cccc(C#N)c3)cs2)cc1 (configuration not stated),-2,-2%
CCc1nc2c(OCc3ccccc3C(=O)OC)cccn2c1N(C)C(=O)c1ccncc1,1,-3%
Oc1ccc(C[C@H]2CN([C@@H](Cc3cccc(O)c3)CN3CCC[C@@H]3CN3C(=S)NC[C@@H]3Cc3ccccc3)C(=S)N2CC2CCCCC2)cc1,-11,-3%
COc1cc(C)ccc1S(=O)(=O)NC(=O)Cn1nnc(COc2ccc3c(c2)CCCC3)c1C,-4,-3%
COc1ccccc1-c1cc2nc(NCCOc3ccccc3)ccn2n1,1,-1%
OC(c1ccccc1)(c1nc(/C=C/c2ccc(C(F)(F)F)cc2)cs1)C(F)(F)F (configuration not stated),0,-8%
O=C(NC(c1ccc2c(c1)OCO2)c1ccccn1)C1CCN(CCOc2ccccc2)CC1 (configuration not stated),-9,-2%
COC(=O)C(C#N)(CCC(=O)c1ccccc1)CCC(=O)c1ccccc1,-3,-1%
O=C(NCC(=O)N1CCCC1)NN=Cc1ccccc1O,5,6%
O=C(c1ccco1)N1CCN(C2CN(CCc3ccccc3)S(=O)(=O)C2)CC1 (configuration not stated),-6,-2%
CC(=O)Nc1ccc(NCCc2cccs2)cc1,-3,1%
CN(C)c1ncnc2c1ncn2[C@H]1CN(Cc2ccco2)C[C@@H](CO)O1,-10,1%
CCOC1=C2[C@@H](CN(S(=O)(=O)c3ccc(C)cc3)[C@H]2c2cccc3ccccc23)[C@H]2C(=O)N(CC)C(=O)[C@H]2C1,7,-3%
COCCNc1nc(NCc2cc(-c3ccc(OC)cc3)no2)c2sccc2n1,1,-5%
CCOC(=O)C1=CCN(S(=O)(=O)c2ccccc2Cl)C1c1cccc(Cl)c1 (configuration not stated),-3,-2%
O=C(NCc1cccc(Cl)c1)C1Cc2c(-c3ccccc3Oc3ccccc3)ccnc2O1 (configuration not stated),1,-2%
COCCNC(=O)C1CCCN(C(=O)c2sccc2C)CC1 (configuration not stated),-5,-5%
CCOC1=C2CN(S(=O)(=O)c3ccc(C)cc3)[C@H](c3ccccc3)C[C@@H]2N(S(=O)(=O)c2ccc(Br)cc2)[C@H](c2ccccc2)C1,-2,-2%
Nc1ncnc2c1nc(-c1ccccc1)n2C1OC(CO)C(O)C1O (configuration not stated),-8,-1%
CC1(C(=O)NS(=O)(=O)c2ccc(Cl)s2)CCN1C(=O)C1(c2ccccc2)CCCC1 (configuration not stated),-4,-6%
Cc1ccsc1C(=O)N1CCC1(C)C(=O)NS(=O)(=O)c1ccc(Br)cc1 (configuration not stated),-14,-4%
N#CC1=C(Nc2ccccc2Cl)SC2(CCCC2)NC1=O,-9,-5%
CCCCN(C=O)c1c(CC)nc2ccc(C(=O)NCc3ccc4c(c3)OCO4)cn12,0,-2%
CC1(C(=O)Nc2ccc3c(c2)OCO3)Cc2c(-c3cccc(C(F)(F)F)c3)ccnc2O1 (configuration not stated),3,-4%
CCCCNC(=O)C1(C)CCN1Cc1ccc(C#N)cc1 (configuration not stated),-4,1%

# Some of the compounds tested. The share of hits here may be higher or lower than overall.
